Bioassay records deposited in PubChem BioAssay by National Center for Advancing Translational Sciences (NCATS).
TSHR antag – blocks TSH signaling through the human TSH receptor; TSHR-expressing cells, TSH-stimulated cAMP HTRF, 2 h; active compounds read low; activity change, negative = inhibition, % at 11.5 µM; 330,000 compounds, 0.2% hits; AID 504810; P16473;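 active means activity change below a set negative limit, meaning inhibition stronger than a set level, cut at about -70% in these data; inconclusive means activity change between two set negative limits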; further: on the % scale 0 is the no-effect control and ±100 the full control effect
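TSHR-expressing cells were treated with compounds, then stimulated with TSH at EC80 (4nM final) for 2 hours at 37 deg C. Cellular cAMP was measured by HTRF competition between lysate cAMP and cAMP-d2 for a cryptate-labelled anti-cAMP antibody.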
KCNH2 WT inh – KCNH2 (human, wildtype) channel inhibition. Q12809. U2OS, BacMam KCNH2, thallium flux FluxOr; active compounds read low. activity change, % at 1.84 µM. 340,000 compounds, 0.37% hits;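 active means maximum activity change below -70%; inconclusive means maximum activity change between -70% and -50%; inactive means maximum activity change above -50%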; further: on the % scale 0 is the no-effect control and ±100 the full control effect
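U2OS cells were transduced with wild-type KCNH2 virus (2.03 x 10^8 / mL) for 4 h at room temperature, then cultured overnight at 37 C. Thallium flux was read with FluxOr dye. Rate constants were normalized to DMSO controls.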
Mito fusion yeast – blocks mitochondrial division or promotes mitochondrial fusion. S. cerevisiae fusion-defective mutant growth rescue, CellTiterGlo 48 h. Potency, µM (top dose mostly 46.1 µM), for inactives: top-dose growth rescue (activation), actives largely listed as activators. 320,000 compounds, 0.23% hits. AID 485298;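 further: potency means the concentration at half of the fitted maximal effect; % of control where 0% means no effect; nearly all actives have a fitted effect of over 45% in size; temperature-sensitive fusion mutants such as fzo1-1 at 37 °C on non-fermentable ethanol glycerol medium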
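Compounds are tested for their ability to restore growth of mitochondrial fusion-defective yeast strains at non-permissive 37C in YPEG medium over 48 hours. Viability is quantified by luciferase luminescence.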
Eya2 phos inh – blocks the phosphatase activity of human Eya2; recombinant Eya2, OMFP fluorescence dephosphorylation (OMFP is methylfluorescein phosphate); Potency, µM (highest dose often 76.9 µM), without a hit: at the highest dose activity, negative = inhibition, hits mostly inhibitors; 330,000 compounds, 0.006% hits; AID 488837; further: potency means the concentration at half of the fitted maximal effect; on the % scale 0 is the no-effect control and ±100 the full control effect
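Eya2 protein (added as 0.2 uM solution) was preincubated with compound for 10 min at ambient temperature in 50 mM HEPES pH 7.5, 50 mM NaCl, 5 uM MgCl2, 0.05% BSA, 1 mM DTT. OMFP (added at 50 uM) then reacted 10 min; fluorescence read at 485/525 nm.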
Menin-MLL TR inh – inhibitors of human menin-MLL interaction, mutant MLL peptide | 270,000 compounds, 0.23% hits | Menin + Texas Red MLL mutant peptide, fluorescence polarization | AID 1768 | Potency, µM (doses to about 61.6 µM), without a hit: top-dose FP activity change, negative = inhibition, usual class: inhibitors; active means well fitted inhibition curve with a large enough effect in the polarisation, with a control signal flat, not every such curve was filed as active; inconclusive means small, poorly fitted or top-dose-only effect, or effect the other way, or a change in a side signal; inactive means no such curve, though single readings can be large or run the other way; the % refers to the polarisation; further: potency means the concentration at half of the fitted maximal effect; % of control where 0% means no effect; many of its hits are not listed in these tables
S-ASM inh – blocks human secretory acid sphingomyelinase; 340,000 compounds, 0.006% hits; Potency, µM (titrated, usually from 57.5 µM), for inactives: at the top dose activity change, negative = inhibition, hits mostly inhibitors; placental ASM, HMU-PC fluorogenic substrate, 60 min; P17405; further: potency means the concentration at half of the fitted maximal effect
Target sequence (P17405 47-631 limits assumed): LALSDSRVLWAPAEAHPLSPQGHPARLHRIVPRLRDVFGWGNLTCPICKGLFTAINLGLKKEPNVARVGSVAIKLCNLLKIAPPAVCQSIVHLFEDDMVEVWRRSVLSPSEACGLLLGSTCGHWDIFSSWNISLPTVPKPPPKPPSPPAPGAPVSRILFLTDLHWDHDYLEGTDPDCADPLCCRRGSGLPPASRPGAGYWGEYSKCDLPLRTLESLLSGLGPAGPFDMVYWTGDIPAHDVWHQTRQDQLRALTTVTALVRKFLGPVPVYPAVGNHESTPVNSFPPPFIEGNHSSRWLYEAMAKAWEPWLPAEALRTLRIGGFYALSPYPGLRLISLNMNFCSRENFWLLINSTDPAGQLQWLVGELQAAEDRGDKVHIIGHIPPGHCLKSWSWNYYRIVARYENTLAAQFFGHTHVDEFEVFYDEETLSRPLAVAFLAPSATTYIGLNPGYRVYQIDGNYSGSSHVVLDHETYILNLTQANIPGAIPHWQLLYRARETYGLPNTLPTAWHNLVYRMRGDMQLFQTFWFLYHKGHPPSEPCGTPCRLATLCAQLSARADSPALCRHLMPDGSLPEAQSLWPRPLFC
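qHTS format. ASM enzyme prepared from human placenta hydrolyses the fluorogenic substrate HMU-PC0 (9 uM final) over 60 min at 37 °C after a 10 min compound preincubation.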
* = called active by the depositor; i = inactive; u = inconclusive; x = no result given; & = joins results of further samples; [ ] = another dose, or the depositor's remark. Unless noted, the call rests on the fitted dose curve; in most records, active means well fitted curve in the direction sought with a large enough effect; inconclusive means small, poorly fitted or top-dose-only effect, or another doubt; inactive means no such curve, though single readings can be large; an effect the other way counts as inactive or inconclusive. Only part of the results is shown; the hit share may differ from the screen's.

Below each SMILES – TSHR antag, KCNH2 WT inh, Mito fusion yeast, Eya2 phos inh, Menin-MLL TR inh, S-ASM inh
> COC(=O)C1=C(c2ccc(S(C)(=O)=O)cc2)C[C@@H]2CC[C@H]1N2C(=O)NC1CC1
  x, 4.8, x, x, x, 2.3%
> O=C(NC1CCCCC1)[C@@H]1CC=C[C@@H]2CCN(Cc3ccccc3)C(=O)[C@@H]21
  x, -12.3, x, x, x, -4.9%
> CC12C=CC(=O)C=C1CC(O)C1C2CCC2(C)C1CCC2(C)O (stereo unspecified)
  x, 0.7, x, x, x, 3.7%
> Cc1ccccc1-n1c(C)nc2ccsc2c1=O
  x, 1.6, x, x, x, -1.9%
> CC1CC(C)OP(=O)(OCCC#N)O1 (stereo unspecified)
  x, 19.0, x, x, x, 6.3%
> CC1CC2C(C(O)CC3(C)C(O)CCC23)C2(C)CCC(=O)C=C12 (stereo unspecified)
  x, -5.2, x, x, x, 3.8%
> CC1(C)C(=O)CCC2C1=CCC1C2CCC2(C)C(O)CCC12 (stereo unspecified)
  x, 10.7, x, x, x, -0.6%
> COC(=O)C1=C(c2cccc(OC)c2OC)C[C@@H]2CC[C@H]1N2C(=O)NCc1ccccc1
  x, 0.6, x, x, x, 2.5%
> CCOC(=O)[C@]12Cc3cc(OC)ccc3[C@H]1N(Cc1ccccc1)C(=O)c1cc(F)c(F)cc12
  x, 1.5, x, x, x, 6.3%
> CCC1(CC)C(=O)NC(=O)N(c2ccccc2)C1=O
  x, -0.6, x, x, x, 0.2%
> CCCC1(CCO)C(=O)NC(=S)NC1=O
  x, 0.9, x, x, x, 2.5%
> CCC1([N+](=O)[O-])COP(=O)(NCc2cccnc2)OC1 (stereo unspecified)
  x, -0.8, x, x, x, -1.2%
> CC(C)(C)C1(CCO)C(=O)NC(=S)NC1=O
  x, 15.8, x, x, x, -3.5%
> CCC1(CC)C(=O)NC(=O)N(CCc2ccccn2)C1=O
  x, -3.0, x, x, x, 0.5%
> CC(C)(C)C(=O)N1Cc2ccccc2-n2nncc2C1
  x, 1.0, x, x, x, 3.8%
> c1ccc(N2C3C4CC(C5CCCC54)C32)cc1 (stereo unspecified)
  x, -0.1, x, x, x, -1.4%
> O=c1ccc2cc(O[C@@H]3O[C@H](CO)[C@@H](O)[C@H](O)[C@H]3O)c(O)cc2o1
  x, -10.2, x, x, x, i
> CC12CCC3C(CCC4CC(=O)CCC43C)C1CC(=NO)C2=O (stereo unspecified)
  x, 16.1, x, x, x, -1.8%
> CCC1CN1P1(=O)OCC(C)([N+](=O)[O-])CO1 (stereo unspecified)
  x, u, x, x, x, 2.7%
> CC1=C(O)C(=O)C=C2C1=CC=C1C2(C)CCC2(C)C3CC(C)(C(=O)O)CCC3(C)CCC12C (stereo unspecified)
  x, -2.8, x, x, x, -17.6%
> CCOC(=O)CC(SP1(=S)OCC2(CCCCC2)CO1)C(=O)OCC (stereo unspecified)
  x, 11.9, x, x, x, 2.5%
> CCOc1ccc(-c2cc(C(=O)N3CCC4(CC3)OCCO4)c3ccccc3n2)cc1
  x, 16.3, x, x, x, 61.8%[activator]
> CN1C[C@H]2CON(C)[C@H]2C[C@H]1c1cccc(Br)c1
  x, -6.1, x, x, x, 2.9%
> CCC1(NS(=O)(=O)c2ccc(N)cc2)C(=O)N(C)C(=O)N(C)C1=O
  x, -17.6, x, x, x, -1.5%
> O=P1(c2ccccc2)Nc2ccccc2N1c1ccccc1 (stereo unspecified)
  x, 1.4, x, x, x, 2.8%
> NCCc1ccccc1
  x, -3.5, x, x, x, 0.4%
> COC(=O)C1=C(c2cc3ccccc3o2)C[C@@H]2CC[C@H]1N2C(=O)NCCO
  x, 2.0, x, x, x, 3.9%
> COC(=O)C1=CO[C@H](C)[C@H]2CN3CC[C@@]4(C(=O)Nc5ccccc54)[C@@H]3C[C@H]12
  x, -8.2, x, x, x, 4.6%
> CC12CCC(=O)C=C1CC(N1CC1)C1C2CCC2(C)C(O)CCC12 (stereo unspecified)
  x, -3.3, x, x, x, 21.1%
> COc1ccccc1NP1(=O)OCC(C)([N+](=O)[O-])CO1 (stereo unspecified)
  x, 5.0, x, x, x, -2.6%
> COc1ccc2nc3c(C)n(C)ccc-3c2c1
  x, 12.9, x, x, x, x
> Cc1ccc(NC(=O)c2ncn(CCCNCCN3CCOCC3)n2)cc1C
  x, 6.2, x, x, x, -1.5%
> O=C1CC(=O)N(Cc2ccccc2)C(=O)N1Cc1ccccc1
  x, -3.4, x, x, x, 1.9%
> CC=C(C)C1(CCC)C(=O)NC(=S)NC1=O
  x, 8.3, x, x, x, 1.4%
> Cc1cccc(N/N=C/c2c(O)[nH]c(=S)[nH]c2=O)c1
  x, -4.3, x, x, x, -25.5%
> COC(=O)C1=C(c2ccc(S(C)(=O)=O)cc2)C[C@@H]2CC[C@H]1N2C(=O)NC1CCCCC1
  x, -18.8, x, x, x, 2.8%
> CC1=C2CCC3C(CCC4=CC(=O)CCC43C)C2CC1 (stereo unspecified)
  x, 9.2, x, x, x, -1.0%
> O=C(O)C1C2c3ccccc3C(O)C1(C(=O)O)c1ccccc12 (stereo unspecified)
  x, -9.2, x, x, x, -2.5%
> COC(=O)C1=C(c2cccc(OC)c2OC)C[C@@H]2CC[C@H]1N2C(=O)NCC1CC1
  x, -3.3, x, x, x, 6.5%
> CCN(C=C1CC2C3CC=C4CC(O)CCC4(C)C3CCC2(C)C1=O)CC (stereo unspecified)
  x, -5.3, x, x, x, -1.0%
> CC(=O)C1CCC2C3CC(O)C4CC(O)CCC4(C)C3CCC12C (stereo unspecified)
  x, -6.1, x, x, x, -3.1%
> CSc1cccc(NP2(=O)OCC(C)([N+](=O)[O-])CO2)c1 (stereo unspecified)
  x, -2.0, x, x, x, -0.3%
> CCN1C[C@]2(COC)CC[C@H](O)[C@@]34C5C[C@H]6[C@H](O)C5[C@](O)(C[C@H]6OC)[C@@H]([C@H](OC)C23)[C@@H]14 (stereo partly specified)
  x, 4.0, x, x, x, -0.1%
> CN(c1ccccc1)P(=O)(N1CC1)N1CC1
  x, -4.0, x, x, x, 0.0%
> CCN(CC)CC(=O)Nc1ccc(Cl)cc1C(=O)c1ccccc1
  x, 3.3, x, x, x, 1.9%
> O=C(c1ccc2nc3ccc(Cl)cc3c(=O)n2c1)N1CCC2(CC1)OCCO2
  x, -34.2, x, x, x, x
> COC(=O)C1=C(C)NC(=S)NC1c1ccc(N(CCCl)CCCl)cc1Cl (stereo unspecified)
  x, -13.5, x, x, x, -3.0%
> CCC1(O)C(=O)OCc2c1cc1n(c2=O)Cc2cc3c(N)cccc3nc2-1 (stereo unspecified)
  x, -2.5, x, x, x, 16.0%
> O=C1CC=C2C3CC4N(CCC45c4ccccc4N1C25)CC3=CCO (stereo unspecified)
  x, 21.1, x, x, x, 0.1%
> c1ccc(Nc2ccc3ccccc3c2)cc1
  x, -3.3, x, x, x, 92.4%[activator]
> O=C(O)c1ccc([N+](=O)[O-])c([N+](=O)[O-])c1
  x, -4.5, x, x, x, 8.6%
> Nc1ccc2ccccc2c1
  x, 4.1, x, x, x, 2.7%
> CCOC(=O)c1ccccc1NC(=O)c1c(O)[nH]c(=O)[nH]c1=O
  x, -12.0, x, x, x, -6.7%
> C[C@H]1CCC/C=C/[C@@H]2C[C@H](O)C[C@H]2[C@@H](O)/C=C/C(=O)O1
  x, 19.7, x, x, x, 4.5%
> CN(C)c1nc(OCc2ccccc2)c2ncc(=O)[nH]c2n1
  x, -3.1, x, x, x, 312.9%[activator]
> COC(=O)NC(=S)Nc1ccccc1NC(=S)NC(=O)OC
  x, -11.0, x, x, 0.4%, -2.8%
> CC(=O)OC1CC(OC2C(O)CC(OC3C(O)CC(OC4CCC5(C)C(CCC6C5CC(O)C5(C)C(C7=CC(=O)OC7)CCC65O)C4)OC3C)OC2C)OC(C)C1OC1OC(CO)C(O)C(O)C1O (stereo unspecified)
  x, 5.1, x, x, -12.7%, 3.8%
> CCOC(=O)C1(c2ccccc2)CCN(CCC(C#N)(c2ccccc2)c2ccccc2)CC1
  x, -44.7, x, x, -0.8%, -8.1%
> NNCc1ccccc1
  x, 4.2, x, x, 11.8%, 3.9%
> Oc1ccc(Cl)cc1Cc1ccccc1
  x, -9.0, x, x, u, -4.0%

The results go on.
Below each SMILES – TSHR antag, KCNH2 WT inh, Mito fusion yeast, Eya2 phos inh, Menin-MLL TR inh, S-ASM inh
> N=C(N)c1ccc(CS(=O)(=O)F)cc1
  -19.0, x, 7.7%, 2.4%, x, x
> CC(=O)OCC1=C(C(=O)O)N2C(=O)[C@@H](NC(=O)CCC[C@@H](N)C(=O)O)[C@H]2SC1
  -6.0, x, 4.1%, 3.9%, x, x
> N#C/C(=C/c1ccc(O)c(O)c1)C(N)=S
  -16.3, x, 20.6µM*, 5.0%, x, x
> NC(N)=NOCCC(N)C(=O)O (stereo unspecified)
  5.3, x, -30.7%[inhibitor], -3.7%, 3.8%&-7.5%, x
> CP(=O)(O)C1=CCNCC1
  5.9, x, -2.2%, 3.6%, 12.2%, x
> CN1CC[C@@]2(C)c3cc(O)ccc3N(C)C12 (stereo partly specified)
  10.9, x, u, -21.8%, -9.4%, x
> CCCn1c(=O)c2[nH]c(C3CCCC3)nc2n(CCCOC(=O)c2ccc(S(=O)(=O)F)cc2)c1=O
  -35.7, x, u, u, -0.4%, x
> CC(C)CC(NP(=O)(O)O[C@@H]1O[C@@H](C)[C@H](O)[C@@H](O)[C@H]1O)C(=O)NC(Cc1c[nH]c2ccccc12)C(=O)O (stereo partly specified)
  -16.7, x, -22.0%, 3.5%, -0.7%, x
> NC(N)=NOCC[C@H](N)C(=O)O
  2.9, x, -22.8%, -3.0%, 8.7%, x
> CN1C(=O)CCS(=O)(=O)C1c1ccc(Cl)cc1 (stereo unspecified)
  -5.5, x, -0.5%, -9.8%, 12.4%&13.6%&-12.0%, x
